Assay outcomes (PubChem BioAssay)
LDHA block – blocks human lactate dehydrogenase A | P00338 | purified LDHA, NADH/diaphorase-resazurin fluorescence; active compounds read low | activity change, % (values are at about 110 or 230 µM) | hit rate 0.15% among 480,000 | AID 1347041; in the data active = activity change below about -30%;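 note: plate controls were DMSO wells for no effect and wells without enzyme for full effect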
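Resorufin fluorescence (ex540/em590), read at 0 and 20 min after diaphorase/resazurin addition, reports the NADH left after a 5 min room-temperature reaction of 2 nM human LDH5 with 0.06 mM NADH and 0.2 mM pyruvate.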
PI4K2A inh – inhibitors of human PI4K2A | purified PI4K2A, ADP-Glo luminescence, 1 h; active compounds read low | activity change, negative = inhibition, % at 76.9 µM | AID 1346378 | hit rate 0.13% among 420,000 | Q9BTU6; in the data active = activity change below about -50%;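 note: -100% = wells without enzyme as full effect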
Target sequence (Q9BTU6 whole entry, looked up): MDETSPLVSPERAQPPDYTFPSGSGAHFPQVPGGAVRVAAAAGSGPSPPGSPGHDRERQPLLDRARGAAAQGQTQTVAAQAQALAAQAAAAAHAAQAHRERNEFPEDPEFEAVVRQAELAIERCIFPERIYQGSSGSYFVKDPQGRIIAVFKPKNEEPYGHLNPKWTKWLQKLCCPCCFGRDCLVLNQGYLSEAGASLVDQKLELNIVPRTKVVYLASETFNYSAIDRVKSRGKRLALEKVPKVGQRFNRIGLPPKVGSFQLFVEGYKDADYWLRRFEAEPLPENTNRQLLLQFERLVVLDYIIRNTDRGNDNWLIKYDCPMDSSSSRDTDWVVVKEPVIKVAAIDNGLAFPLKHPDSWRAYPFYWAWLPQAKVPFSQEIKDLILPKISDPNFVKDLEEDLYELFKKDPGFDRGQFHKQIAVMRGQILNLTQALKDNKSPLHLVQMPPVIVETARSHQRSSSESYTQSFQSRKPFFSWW
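ADP-Glo luminescence measured ADP generated by PI4K2A enzyme (4 ug/mL before mixing) with 1.2 mM PI substrate (pre-mix) and 300 microM ATP (pre-mix). Tris pH7.5 buffer with MgCl2, Triton X-100; 1 h reaction at ambient temperature.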
Active calls of the source: *; & = joins results of further samples. A portion of the library. The share of hits here may be higher or lower than overall.

The line under a structure holds: LDHA block | PI4K2A inh
Cc1ccc(CN2C(=O)CCC2(C)c2nnnn2-c2ccc3c(c2)OCCO3)cc1 (configuration not stated)
    -3 | 7
COC(=O)[C@]12CCCCC=C1N(Cc1ccco1)C(=O)[C@H](CC(=O)NCc1cccc3ccccc13)C2
    -2 | -5
COC(=O)[C@]12CCCCC=C1N(Cc1ccco1)C(=O)[C@H](CC(=O)N1CCN(C(=O)c3ccco3)CC1)C2
    3 | -6
COc1cccc(CNC(=O)[C@@H]2CCCN2C(=O)[C@@H]2CCCN2C(=O)OC(C)(C)C)c1
    -2 | 3
O=C(NC1CCCC1)C1C(c2ccccc2)=Nc2ccccc2N1C(=O)c1ccc(C(F)(F)F)cc1 (configuration not stated)
    -5 | -5
CCC(C(=O)NC(C)(C)C)n1c(-c2ccc3c(c2)OCO3)nc2ccccc21 (configuration not stated)
    4 | -2
Nc1[nH]c(C(=O)c2ccc(Br)cc2)c(-c2ccc(Br)cc2)c1C(=O)NCCc1c[nH]c2ccccc12
    -3 | 2
COc1ccc(CN2C(=O)COc3ccccc3C2c2nc3ccccc3[nH]2)cc1 (configuration not stated)
    -1 | -1
CC(C)C[C@H]1COc2cccc(N3CCC[C@H]3CO)c2S(=O)(=O)N1
    5 | 3
O=C(C[C@H]1CC[C@@H]2[C@H](COC[C@@H](O)CN2Cc2ccc(Cl)cc2)O1)NCCc1ccccc1
    -3 | -3
CC1(C(=O)NCc2ccccc2)CCC(=O)N1C1CCN(Cc2ccccc2)CC1 (configuration not stated)
    -4 | 5
COc1ccc(Cc2c(C3CCCCC3)nc3cc(C)c(Br)c(C)n23)c(C)c1
    -3 | 6
O=C1NC[C@H](CCCCN2C[C@H](Cc3ccccc3)N(CC3CCCCC3)C(=O)C2=O)N(CC2CCCCC2)C1=O
    0 | -3
CCCCn1nnnc1C(c1cc2ccccc2o1)N1CCCC1 (configuration not stated)
    1 | -1
CCCCn1nnnc1C1(C)CCC(=O)N1Cc1ccc(OC)cc1 (configuration not stated)
    -7 | -1
COC(=O)C1=CN(c2ccc(C(C)(C)C)cc2)C(N)=C(C#N)C1c1cccc([N+](=O)[O-])c1 (configuration not stated)
    -2 | -3
CNC(=O)OCc1cocc1COC(=O)NC
    -5 | 6
Nc1[nH]c(C(=O)c2ccccc2)c(-c2ccc(Cl)cc2)c1C(=O)NCc1ccco1
    8 | -2
Cc1cccc(C)c1N1CCN(C(c2ccnc3ccccc23)c2nnnn2-c2ccc3c(c2)OCCO3)CC1 (configuration not stated)
    -3 | 8
O=C(NC1CCCC1)C1c2ccccc2OCC(=O)N1CCc1ccccc1 (configuration not stated)
    4 | -5

Reprinted from the part before: 7 entries; new compounds follow.
The line under a structure holds: LDHA block | PI4K2A inh
CCCCn1nnnc1C(c1cc2ccccc2o1)N1CCCC1 (configuration not stated)
    1 | -1
CCCCn1nnnc1C1(C)CCC(=O)N1Cc1ccc(OC)cc1 (configuration not stated)
    -7 | -1
COC(=O)C1=CN(c2ccc(C(C)(C)C)cc2)C(N)=C(C#N)C1c1cccc([N+](=O)[O-])c1 (configuration not stated)
    -2 | -3
CNC(=O)OCc1cocc1COC(=O)NC
    -5 | 6
Nc1[nH]c(C(=O)c2ccccc2)c(-c2ccc(Cl)cc2)c1C(=O)NCc1ccco1
    8 | -2
Cc1cccc(C)c1N1CCN(C(c2ccnc3ccccc23)c2nnnn2-c2ccc3c(c2)OCCO3)CC1 (configuration not stated)
    -3 | 8
O=C(NC1CCCC1)C1c2ccccc2OCC(=O)N1CCc1ccccc1 (configuration not stated)
    4 | -5
CCOC(=O)C(Cc1ccc(O)cc1)NC(=O)c1cc2c(cn1)[nH]c1ccccc12 (configuration not stated)
    -3 | 7
CN(C)C1CN(Cc2cn(Cc3cccc(C(F)(F)F)c3)nn2)S(=O)(=O)C1 (configuration not stated)
    -1 | -2
CSCCC(C(=O)NC(C)(C)C)n1c(-c2ccccc2)nc2ccccc21 (configuration not stated)
    -4 | 3
C[C@@H](c1ccccc1)N1C[C@H](COCc2ccccc2)Oc2cc(N3CC[C@@H](O)C3)ccc2S1(=O)=O
    2 | -1
CC1(C)OC(=O)C2=C(C[C@@H](C3CCCCC3)O[C@H]2c2ccccc2)O1
    1 | 0
CC(=O)Nc1sc2c(c1-c1nc3ccccc3s1)CNC2
    16&16 | -15
O=C(NCc1ccc(F)cc1F)[C@@H]1CCCN1C(=O)[C@@H]1CCCN1C(=O)c1cccs1
    0 | 4
O=C(NC1CCCC1)C1c2ccccc2OCC(=O)N1CC(F)(F)F (configuration not stated)
    -2 | 3
Cc1cccc(C)c1NC(=O)C1(C)CSCC(=O)N1CCCn1ccnc1 (configuration not stated)
    -6 | 1
COC(=O)[C@@]1(Cc2ccc(F)cc2)[C@H]2c3cc(C(=O)N4CCCC4)n(CCN4CCNC4=O)c3C[C@H]2CN1C(=O)c1ccccc1
    -1 | 1
COc1ccc(C(=O)C(=O)N2CCC(Cc3ccccc3)CC2)cc1OC
    2 | -2
COC1=CC(=O)OC(c2ccc(C#N)cc2)C1 (configuration not stated)
    -11 | 8
CC(C)NC(=O)N[C@H]1CC[C@H](CC(=O)NCc2ccc(Oc3ccccc3)cc2)O[C@@H]1CO
    6 | -3
Cc1cccc(C)c1-n1nnnc1C1(C)CCC(=O)N1CCCN1CCOCC1 (configuration not stated)
    3 | 2
CCOC(=O)[C@]12CCCC=C1N(Cc1ccccc1)C(=O)[C@H](CC(=O)NCc1cccc(C(F)(F)F)c1)C2
    3 | -1
CS(=O)(=O)N1Cc2cc(C(=O)NCC3CC3)nc(-c3cccc(-c4cccnc4)c3)c2[C@@H]1CCO
    -9 | -2
CCOC(=O)[C@]12CCC=C1N(Cc1ccccc1)C(=O)[C@H](CC(=O)NCc1ccccc1)C2
    3 | -11
Cc1cccc(C)c1NC(=O)C(c1ccccc1F)n1c(=O)c(-c2cc3ccccc3[nH]2)nc2ccccc21 (configuration not stated)
    -1 | 0
CCOC(=O)[C@]12CCC=C1N(Cc1ccc3c(c1)OCO3)C(=O)[C@H](CC(=O)NCc1ccc(C)o1)C2
    5 | -7
CCOc1ccc(CCN2C(=O)C(=O)N([C@@H](Cc3ccc(O)cc3)CN3CCC[C@H]3CN3C(=O)C(=O)NC[C@@H]3CC(C)C)C[C@@H]2Cc2ccccc2)cc1
    -1 | 3
COC(=O)C[C@@H]1CC[C@@H](NC(=O)c2ccccc2F)[C@@H](CO)O1
    -6 | 1
CSCCC(c1nc2ccccc2[nH]1)n1c(-c2ccc3ncccc3c2)nc2ccccc21 (configuration not stated)
    4 | -1
O=C(C[C@H]1CC[C@@H](NC(=O)c2ccncc2)[C@@H](CO)O1)NCC1CC1
    -4 | 2
Cn1cc([C@]2(O)C(=O)N(c3ccccc3)c3ccccc32)c2ccccc21
    0 | -5
CC(C)(C)NC(=O)C(c1ccccc1)n1c(=O)c(-c2ccccc2)nc2ccccc21 (configuration not stated)
    2 | -1
CCOC(=O)[C@]12CCC=C1N(Cc1ccc3c(c1)OCO3)C(=O)[C@H](CC(=O)NCCCN1CCCC1=O)C2
    1 | -2
CC1(c2nnnn2Cc2ccccc2)CCC(=O)N1Cc1cccc(C(F)(F)F)c1 (configuration not stated)
    2 | -2
CC(C)C[C@H]1CN([C@@H](CC(C)C)CN2CCC[C@H]2CN2C(=O)C(=O)NC[C@@H]2Cc2ccccc2)C(=O)C(=O)N1CCc1ccccc1
    1 | -3
COC(=O)C[C@H]1C=C[C@@H](NS(=O)(=O)c2ccc(C)cc2)[C@@H](CO)O1
    0 | -10
CC1(C(=O)Nc2ccc3c(c2)OCCO3)CSCC(=O)N1C1CCN(Cc2ccccc2)CC1 (configuration not stated)
    3 | -2
Nc1nc2ncccc2cc1C(=O)NC1CCCCC1
    0 | 7
C[C@H](c1ccccc1)N1C[C@@H](COCc2ccccc2)Oc2cc(N3CC[C@@H](O)C3)ccc2S1(=O)=O
    -1 | -3
Cc1cccc(C)c1NC(=O)C(c1ccc(-c2ccccc2)cc1)n1c(=O)c(-c2ccco2)nc2ccccc21 (configuration not stated)
    -4 | -12
COC(=O)CC1N(S(=O)(=O)c2ccc(C)cc2)c2ccccc2C1(C(=O)OC)C(=O)OC (configuration not stated)
    -4 | 5
CCC(=O)N[C@@H]1C=C[C@@H](CC(=O)NCc2ccccc2F)O[C@@H]1CO
    -8 | -1
C[C@@H]1COc2cccc(N3CCC[C@H]3CO)c2S(=O)(=O)N1
    1 | 6
Nc1nc2ccc(Cl)cc2cc1C(=O)NCCc1ccc(Cl)cc1Cl
    -6 | -7
O=c1[nH]c(=S)[nH]c2c1[C@H](CCc1cccc(Cl)c1)O[C@H](C1CC1)C2
    2 | -2
CC(C)=CCC[C@H](C)CC1Cc2[nH]c(=S)[nH]c(=O)c2C(c2ccc(Cl)cc2)O1 (some centres not stated)
    1 | 0
Cc1ccc2nc(-c3ccc(F)cc3)c(CC3CCCCC3)n2c1
    9 | -10

Looked up above.
Under LDHA block, `COC(=O)C[C@@H]1CC[C@@H](NC(=O)c2ccccc2F)[C@@H](CO)O1` has -6
Under PI4K2A inh, `CCC(=O)N[C@@H]1C=C[C@@H](CC(=O)NCc2ccccc2F)O[C@@H]1CO` has -1

More entries:
The line under a structure holds: LDHA block | PI4K2A inh
O=C1NC[C@H](c2ccccc2)N(CCCCC2CCCCC2)C1=O
    -4 | 4
COc1ccc(N2C(c3ccsc3)=Cc3cc4c(cc3C2c2c[nH]c3ccccc23)OCO4)cc1 (configuration not stated)
    2 | -3
COC(=O)C1(C(=O)OC)C[C@H](c2ccc(OC)cc2)N(Cc2ccccc2OC)[C@@H]1c1cccs1
    0&2 | 2&-1
Cc1ccc(S(=O)(=O)Nc2ccc(Cl)cc2O)cc1
    14 | 2
Nc1[nH]c(C(=O)c2ccccc2)c(-c2ccc(C(F)(F)F)cc2)c1C(=O)NCc1ccc(Cl)cc1Cl
    2 | -3
COc1ccc(CN2C(=O)CN(S(C)(=O)=O)CC2(C)C(=O)NCc2ccccc2)cc1OC (configuration not stated)
    -5 | 7
CC(C)NC(=O)C1C(c2ccccc2)=Nc2ccccc2N1C(=O)c1ccc(C(F)(F)F)cc1 (configuration not stated)
    -5 | 4
CCc1c(-c2ccc(Br)cc2)ncn1Cc1cccc(-c2ccccc2)c1
    0 | -2
CCCCOCCCNC(=O)C[C@@H]1C[C@@]2(C(=O)OCC)CCC=C2N(CCC2=CCCCC2)C1=O
    7 | -2
O=C(NCc1ccccc1)C(c1ccc(C(F)(F)F)cc1)N1CCN(CCN2CCOCC2)CC1 (configuration not stated)
    4 | -1
CC(C)C[C@@H](CN1CCC[C@H]1CN1C(=O)C(=O)NC[C@@H]1Cc1ccccc1)N1C[C@H](Cc2ccc(O)cc2)N(CC2CCCCC2)C(=O)C1=O
    6 | -1
Cc1cccc(C)c1NC(=O)C1(C)CN(S(C)(=O)=O)CC(=O)N1CCCN1CCOCC1 (configuration not stated)
    0 | -11
O=S1(=O)N[C@@H](Cc2ccccc2)COc2cccc(N3CCC[C@H]3CO)c21
    0 | 5
O=C(C[C@H]1C=C[C@@H](NS(=O)(=O)c2ccccc2)[C@@H](CO)O1)NCc1ccc(Cl)c(Cl)c1
    2 | -3
Cc1ccc(S(=O)(=O)N2[C@@H](Cc3ccccc3)CO[C@H]2CC(=O)c2cccc3ccccc23)cc1
    -6 | 0
COCCN1C(=O)CCC1(C)c1nnnn1-c1ccc2c(c1)OCCO2 (configuration not stated)
    0 | 6
Cc1cc2c(cc1C)-c1nnnn1C(N1CCCCC1)C(=O)N2 (configuration not stated)
    -2 | -2
CC(C)=CCC[C@H](C)C[C@@H]1Cc2[nH][nH]c(=O)c2[C@H](c2ccc(F)cc2)O1
    2 | -6
CCc1oc(-c2ccc(OC)cc2)c(C(=O)OCCCCCO)c1C(C)OCCO (configuration not stated)
    0 | 3
COc1ccc(NC(=O)C(c2cc3ccccc3o2)n2c(=O)c(-c3cc4ccccc4[nH]3)nc3ccccc32)cc1 (configuration not stated)
    -7 | 1
O=C(NCc1ccncc1)[C@@H]1CCCN1C(=O)[C@@H]1CCCN1C(=O)c1c(F)cccc1F
    3 | -3
C[C@@H]1O[C@H](CCc2cccc(Cl)c2)CC2=C1C(=O)OC(C)(C)O2
    -1 | -3
COC(=O)C1=CN(c2ccc(C)cc2)C(N)=C(C#N)C1c1ccc(OC)cc1 (configuration not stated)
    -1 | 3
COc1ccccc1-c1ncn(Cc2cccc(-c3ccccc3)c2)c1-c1ccco1
    -4 | -8
CC(C)NC(=O)C1(C)CN(S(C)(=O)=O)CC(=O)N1Cc1cccs1 (configuration not stated)
    3 | 1
CCC(C)CN1C(=O)CN(S(C)(=O)=O)CC1(C)C(=O)Nc1c(C)cccc1C (configuration not stated)
    -1 | -3
CN1CCN(C2CN(Cc3cn(Cc4ccc(F)cc4)nn3)S(=O)(=O)C2)CC1 (configuration not stated)
    -9 | -1
CNC(=O)OC1CC2CC1[C@H]1CCCCN1C2=O (some centres not stated)
    -8 | -4
CC(C)C[C@@H](CN1CCC[C@H]1CN1C(=O)C(=O)NC[C@@H]1Cc1ccccc1)N1C[C@H](Cc2ccccc2)N(CCc2ccccc2)C(=O)C1=O
    -4 | 1
